TbREL1 primary: TbREL1 inhibition, primary screen | 0.49% of 89,000 active | inhibition, % at 9.66 µM | P86926 | AID 1117264 | TbREL1 RNA ligation, FRET fluorescence;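 active means inhibition above the mean inhibition across all screened compounds plus 3 SD, cut at about 11% in these data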;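 further: 0% = plate median of test wells and 100% = NSC42067 control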
Target sequence (P86926 whole entry, looked up): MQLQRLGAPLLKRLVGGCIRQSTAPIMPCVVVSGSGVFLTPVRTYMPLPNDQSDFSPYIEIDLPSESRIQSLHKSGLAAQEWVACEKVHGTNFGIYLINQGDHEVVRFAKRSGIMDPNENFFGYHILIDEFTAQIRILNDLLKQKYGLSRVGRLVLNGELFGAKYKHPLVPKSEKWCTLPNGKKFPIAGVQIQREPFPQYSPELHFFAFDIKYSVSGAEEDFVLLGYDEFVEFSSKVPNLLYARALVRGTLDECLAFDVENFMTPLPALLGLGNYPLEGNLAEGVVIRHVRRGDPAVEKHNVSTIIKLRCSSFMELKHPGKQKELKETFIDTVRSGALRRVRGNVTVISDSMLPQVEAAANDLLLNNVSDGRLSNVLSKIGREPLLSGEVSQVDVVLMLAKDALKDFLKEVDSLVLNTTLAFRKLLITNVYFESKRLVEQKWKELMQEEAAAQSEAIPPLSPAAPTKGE
The depositor's hits bear a star. Some of the compounds tested (hit frequency here may not be typical).

A first look (6 entries):
TbREL1 primary	smiles
2	Cc1ccc(C(=O)NCc2nc3ccccc3[nH]2)o1
0	COC(=O)C[C@@H]1OC[C@H](C)N1S(=O)(=O)c1ccc(C)cc1
-2	Cc1cc(OCC(=O)OCC(=O)NCC2CCCO2)ccc1Cl (stereo unspecified)
3	O=C(NNC(=O)c1ccccc1-n1cccc1)c1ccc(Cl)c(Cl)c1
0	Cc1ccc(-c2cc(C(F)F)n3ncc(C(=O)Nc4ccc(S(=O)(=O)Nc5ccccc5C)cc4)c3n2)cc1
-3	COc1ccc(OCC(=O)N2CCN(c3cccc(C(F)(F)F)c3)CC2)cc1

This part in full, from the start:
TbREL1 primary	smiles
2	Cc1ccc(C(=O)NCc2nc3ccccc3[nH]2)o1
0	COC(=O)C[C@@H]1OC[C@H](C)N1S(=O)(=O)c1ccc(C)cc1
-2	Cc1cc(OCC(=O)OCC(=O)NCC2CCCO2)ccc1Cl (stereo unspecified)
3	O=C(NNC(=O)c1ccccc1-n1cccc1)c1ccc(Cl)c(Cl)c1
0	Cc1ccc(-c2cc(C(F)F)n3ncc(C(=O)Nc4ccc(S(=O)(=O)Nc5ccccc5C)cc4)c3n2)cc1
-3	COc1ccc(OCC(=O)N2CCN(c3cccc(C(F)(F)F)c3)CC2)cc1
0	Cc1ccccc1NC(=O)Cn1nnc(S(=O)(=O)c2ccc(C(C)(C)C)cc2)c1N
-2	O=Cc1ccccc1-c1cn(CCCOCc2ccccc2)nn1
1	CC(C)(C)c1cccc(Oc2nn[nH]n2)c1
-2	N#Cc1ccc(OCC(=O)NCCc2ccccn2)cc1
5	COc1ccc(NC(=O)CC2SC(=NCC3CCCO3)NC2=O)c([N+](=O)[O-])c1 (stereo unspecified)
5	N#Cc1ccc(Cn2ccc3ccc(-c4ccc5ccn(Cc6ccccc6)c5c4)cc32)cc1
1	CCOC(=O)c1cc(-c2ccccc2)nn1-c1ccccn1
4	Cc1cc(C)c[n+](-c2nc([O-])sc2C=O)c1
7	O=C(NCCN1CCOCC1)c1cc(-c2ccccc2Cl)on1
0	O=C(C1c2ccccc2Oc2ccccc21)N1CCN(c2ccc(Cl)cc2)CC1
-2	COc1cc(/C=N/Nc2nc3ccccc3[nH]2)ccc1O
5	CC1(C)CC2CC(C)(CN2CC(O)COc2ccccc2)C1 (stereo unspecified)
6	Cc1ccc(S(=O)(=O)N2CC3(C)CN(S(=O)(=O)c4ccc(C)cc4)CC(C)(C2)C3=O)cc1
-3	Cc1ccc(NC(=O)CSc2nc3c(cc2C#N)C(=O)CCC3)cc1S(=O)(=O)N(C)C
0	CCC(=O)N1c2ccc(S(=O)(=O)CCC(=O)Nc3nccs3)cc2CC1C (stereo unspecified)
4	COc1cccc(CNCCNC(=O)c2ccco2)c1OC
1	CC(OC(=O)CNC(=O)c1ccc(Cl)cc1)C(=O)NC1CCCCC1C (stereo unspecified)
-1	CC1(CCc2ccccc2)NC(=O)N(CC(=O)N2CCCCCC2)C1=O (stereo unspecified)

4 of the compounds above, field by field.
O=C(NCCN1CCOCC1)c1cc(-c2ccccc2Cl)on1
  TbREL1 primary: 7

O=C(C1c2ccccc2Oc2ccccc21)N1CCN(c2ccc(Cl)cc2)CC1
  TbREL1 primary: 0

CC1(C)CC2CC(C)(CN2CC(O)COc2ccccc2)C1 (stereo unspecified)
  TbREL1 primary: 5

COc1cc(/C=N/Nc2nc3ccccc3[nH]2)ccc1O
  TbREL1 primary: -2

Carrying on.
TbREL1 primary	smiles
1	Cc1ccc(S(=O)(=O)N2CCC(C(=O)NC3CCCCC3C)CC2)cc1 (stereo unspecified)
1	Cc1ccc(-c2cc(NC(=O)c3ccccc3[N+](=O)[O-])n[nH]2)cc1
2	Cn1c(Cn2c(=O)sc3ccccc32)nnc1SCc1ccccc1
0	Cc1cccc(C(=O)N[C@H](C(=O)Nc2cccc(S(=O)(=O)N3CCCC3)c2)C(C)C)c1
1	CN(C(=O)c1cccnc1)c1nnc(-c2cccnc2)s1
1	O=C(Cc1ccc(-n2c(=O)[nH]c3ccccc3c2=O)cc1)N1CCN(c2ccccc2)CC1
-3	Cn1c(SCC(=O)N2CCN(c3ccccc3)CC2)nnc1-c1cc2ccccc2o1
9	CNc1ccc(Br)cc1C(O)c1ccccc1 (stereo unspecified)
-5	O=C(Nc1ccc(N2CCOCC2)cc1)NC1CCCCC1
2	Cc1cc(Cl)ccc1OCC(=O)NNC(=O)c1ccco1
2	OCC[C@H]1C[C@H](O)[C@@H](O)[C@@]2(CCc3ccccc3CO2)O1
-3	CCCN(C(=O)c1cccc(-n2cccc2)c1)c1c(N)n(Cc2ccccc2)c(=O)[nH]c1=O
10	Cc1c(CCOC(=O)CC23CC4CC(CC(C4)C2)C3)sc[n+]1CC(=O)c1ccc(Br)cc1
-2	Nc1ccc(C#Cc2ccccc2)cc1
-4	COCCNC[C@@]12CO[C@H](c3ccc(Cl)cc3)N1[C@@H](c1ccc(Cl)cc1)SC2
2	Fc1ccc(C2CC(c3cccs3)=NN2C(=S)Nc2ccccc2)cc1 (stereo unspecified)
-1	O=S1(=O)C[C@@H](N2CCCC2)[C@H](COCc2ccccc2)N1
-1	O=C(c1ccccn1)c1ncc(C(F)(F)F)cc1Cl
0	Fc1ccc(N2CCN(C(c3cccs3)c3nnnn3CCc3ccccc3)CC2)cc1 (stereo unspecified)
1	COC(=O)N(C)C[C@@H]1OCc2ccccc2-c2c(n(C)c3ccccc23)C(=O)N([C@H](C)CO)C[C@@H]1C
-1	COc1ccc(CCNCc2cc3ccc(C)cc3[nH]c2=O)cc1OC
-3	O=C(NCCCN1CCN(c2cccc(Cl)c2)CC1)C1(S(=O)(=O)c2ccc(Cl)cc2)CC1
-1	Cc1ccc(CN2CCCCC(NC(=O)c3ccccc3)C2=O)cc1 (stereo unspecified)
-1	CCc1ccc(Nc2ccc(S(=O)(=O)N3CCOCC3)cc2[N+](=O)[O-])cc1
-3	CCN(CCCNC(=O)c1cn(CC)c2ccc(S(=O)(=O)N(C)C)cc2c1=O)c1cccc(C)c1
-1	NS(=O)(=O)c1ccc(NC(=O)CCC(=O)c2ccc(Cl)s2)cc1
-2	CCC(C(=O)NC1CCCC1)N(C(=O)Cn1nnc(-c2ccc(OC)c(OC)c2)n1)c1cccc(O)c1 (stereo unspecified)
3	COc1ccc(S(=O)(=O)N2CCC(C(=O)NCc3ccccn3)CC2)cc1C
0	Cc1cc(C)nc(-n2nc(C)c(Oc3ccccc3O)c2C)n1
-1	CC1CN(C(=O)c2cc(S(=O)(=O)N(C)c3ccc(F)cc3)ccc2Cl)CC(C)O1 (stereo unspecified)
-2	O=C(CN1C(=O)NC2(CCc3ccccc32)C1=O)Nc1ccccc1Cl (stereo unspecified)
1	CCOC(=O)c1ccc(-n2c(C)ccc2C)cc1
7	Cc1ccc(-c2cc(C(=O)N=Nc3c(O)[nH]c4ccccc34)[nH]n2)cc1C
-1	NC(=O)[C@@H]1CC2(CC(c3cccc(NC(=O)[C@H]4CCC(=O)N4)c3)=NO2)CN1C(=O)COc1ccc(Cl)cc1 (stereo partly specified)
-1	CCc1cccc(CC)c1NC(=S)/C(=C(\[O-])c1ccc(Cl)s1)[n+]1ccccc1
4	Cc1cn(C2C=CC(CO)O2)c(=O)[nH]c1=O (stereo unspecified)

Random excerpt: 2 entries already listed.
TbREL1 primary	smiles
0	Cc1cc(C)nc(-n2nc(C)c(Oc3ccccc3O)c2C)n1
-1	NS(=O)(=O)c1ccc(NC(=O)CCC(=O)c2ccc(Cl)s2)cc1

Continuation:
TbREL1 primary	smiles
-3	N#Cc1ccccc1-n1c(N)c(C(=O)N2CCCC2)sc1=S
10	Cc1[nH]nc(SCC(=O)NC2CCCC2)c1[N+](=O)[O-]
3	C=CCNC(=O)c1onc(CS(=O)(=O)c2cc(C)cc(C)c2)c1C(=O)NCC=C
2	COc1ccc([C@@H]2C[C@@H](c3ccccc3)Oc3c(C)ccc(C(C)C)c32)cc1
1	COc1ccc(S(=O)(=O)Nc2cccc(S(=O)(=O)N(C)C)c2)cc1[N+](=O)[O-]
-1	CC(C)N(C(=O)Cn1c(Cl)nc2ccccc21)C(C)C
5	COc1ccc(-c2cc(C(=O)Nc3ccccc3N3CCOCC3)c3ccccc3n2)cc1OC
10	CNC[C@H](CC1CCCCC1)NC[C@H](Cc1ccccc1)NCCC12CC3CC(CC(C3)C1)C2
0	C=CCc1cc(C=O)cc(OC)c1OCc1ccc(Cl)cc1
1	COc1ccc(/C=N/NC(=O)c2cccnc2)cc1
3	CC(=O)Nc1ccc(S(=O)(=O)N2CCN=C2SCc2ccc(C)cc2)cc1
-3	Cn1cc(CC(=O)Nc2ccc(Oc3cccnc3)cc2)c2ccccc21
-2	CCCc1cc(=O)[nH]c(SCC(=O)c2cc(C)n(CC3CCCO3)c2C)n1 (stereo unspecified)
0	Cc1nc2nc(C)c(NS(=O)(=O)c3ccc(C4CCCCC4)cc3)c(=O)n2[nH]1
-2	CCC1=C2CC[C@H]3C(=O)N(c4ccccc4)C(=O)[C@H]3[C@H]2[C@@]2(C)C(=NCc3ccccc3)OC(=O)N2C1=O
4	Cc1ccccc1CSCCNC(=O)COc1ccc(Cl)cc1
1	NC(=O)c1ccc(NC(=O)CSC(=O)c2ccccc2)cc1
1	Cc1ccc(Oc2ncccc2COC(=O)Nc2ccccc2C)cc1
0	Cc1ccccc1-c1cccc([C@@H]2C[C@H]3[C@H](CON3C)CN2C(=O)C(C)(C)C)c1
-1	CNC(=S)NNC(=O)c1sccc1OCc1ccc(C)cc1
-4	COc1ccccc1N1CCN(C(=O)CSc2nc(-c3ccccc3)cc(=O)[nH]2)CC1
4	O=c1c2c3c(sc2nc2n1CCCCC2)CCC3
-2	Cn1c(SCC(=O)c2ccccc2)nnc1C1CC1
1	CCOC(=O)C1CCN(C(=O)Cn2nc(CC)n3cccc3c2=O)CC1
-3	CCCCn1c(SCC(=O)NCCOC)nc2ccc(N3CCOCC3)cc2c1=O
1	CC(Sc1ccc(Cl)cc1)C(=O)Nc1ccccc1-c1ccccc1 (stereo unspecified)
2	COCCCn1cc(CN2CC(N3CCN(CCN(C)C)CC3)CS2(=O)=O)nn1 (stereo unspecified)
-3	CC(=O)N(C)Cc1ccc(C(=O)CSc2nnc(C3CC3)n2C2CC2)cc1
-2	COc1ccc(NC(=O)CSc2nnc(-c3ccccn3)n2Cc2ccco2)cc1OC
-1	O=C(COC(=O)c1cccnc1Cl)NCc1cccs1
2	CCOC(=O)c1c(NC(=O)Cn2nc(C(=O)O)c3ccccc3c2=O)sc(CC)c1C
3	COC(C[C@@H]1O[C@H]1C(=O)[C@@H](C)OCc1ccccc1)OC
-1	Cc1ccc(S(=O)(=O)Nc2ccc(-n3cnnn3)cc2)cc1
-2	O=C(c1ccc(COCC(F)(F)F)o1)N1CCCC1
1	CN(Cc1ccccc1)S(=O)(=O)c1ccc(Cl)c(C(=O)NCc2ccncc2)c1
6	O=S(=O)(NCc1ccc2c(c1)OCO2)c1cccc(S(=O)(=O)N2CCOCC2)c1

6 compounds from above, ordered by their value in TbREL1 primary, largest number first.
| compound | TbREL1 primary |
| --- | --- |
| Cc1ccc(S(=O)(=O)N2CC3(C)CN(S(=O)(=O)c4ccc(C)cc4)CC(C)(C2)C3=O)cc1 | 6 |
| CCOC(=O)c1c(NC(=O)Cn2nc(C(=O)O)c3ccccc3c2=O)sc(CC)c1C | 2 |
| Cc1ccc(-c2cc(NC(=O)c3ccccc3[N+](=O)[O-])n[nH]2)cc1 | 1 |
| Fc1ccc(N2CCN(C(c3cccs3)c3nnnn3CCc3ccccc3)CC2)cc1 (stereo unspecified) | 0 |
| O=C(c1ccccn1)c1ncc(C(F)(F)F)cc1Cl | -1 |
| COc1ccccc1N1CCN(C(=O)CSc2nc(-c3ccccc3)cc(=O)[nH]2)CC1 | -4 |

Going on with the list.
TbREL1 primary	smiles
2	Cc1ccccc1CN1CCCCC(NC(=O)C2CCCC2)C1=O (stereo unspecified)
10	Brc1cccc(OCCn2ccnc2)c1
-7	Cc1ccc(CN2CCN(/N=C\C=C\c3ccccc3)CC2)cc1
0	CCSc1cnn(-c2ccccc2)c(=O)c1Cl
-2	CCOC(=O)C1CCN(C(=O)Nc2cccc(OC)c2)CC1
2	COc1ccc(NC(=O)CC2C(=O)N(c3ccc(OC)cc3)C(=O)N2C(C)C)cc1 (stereo unspecified)
1	Cc1ccc(C)c(NC(=O)Cn2nnc(-c3ccncc3)n2)c1
-1	Cc1nc(CSc2nnc(Nc3cccc(C)c3C)s2)cs1
2	C[C@@H]1COC(=O)[C@@H](Cc2ccc(F)cc2)C/C=C\C[C@@H](CC(=O)N(CCO)Cc2ccccc2)C(=O)N1
-1	O=C(CSc1nc(-c2cccs2)cc(C(F)(F)F)n1)NCc1ccco1
-2	COc1cc(C(=O)NC(C)c2ccc3ccccc3c2)cc(Cl)c1O (stereo unspecified)
-6	COc1ccc(NC(=O)c2oc3ccc(S(=O)(=O)N4CCOCC4)cc3c2C)cc1
-1	CC(C)CC(=O)Nc1ccc(C(=O)NNC(=O)C(c2ccccc2)c2ccccc2)cc1
5	COc1cc([N+](=O)[O-])cc(/C=N/NC(=O)c2cc(C)nc3ccccc23)c1O
3	Cc1ccc(NC(=O)c2ccccc2)cc1C
4	CCc1nc(SCC(=O)NNC(=O)c2ccc(C)cc2)c2ccccc2n1
-2	COc1cccc(C(=O)O/N=C(\N)CS(=O)(=O)c2ccccc2)c1
-1	O=C(O)C(Cc1ccccc1)Nc1ccc([N+](=O)[O-])cc1[N+](=O)[O-] (stereo unspecified)
-6	Cc1ccc(-n2c(SCC(=O)N/N=C/C=C\c3ccco3)nnc2-c2ccccc2)cc1
-2	CCNC(=O)c1ccccc1-c1nc(-c2ccccc2Cl)no1
6	Cc1ccccc1-n1c(C)nnc1SCC(=O)N1CCc2ccccc2C1
1	CCOc1ccc(NC(=O)c2ccc(N)cc2)cc1
0	CCOC(=O)C1=CCN(S(=O)(=O)c2ccccc2Cl)C1c1ccc(Cl)c(Cl)c1 (stereo unspecified)
0	CCC1Oc2ccccc2N(CC(=O)NC2CC2)C1=O (stereo unspecified)
6	CCC(C)NC(=O)C(NS(=O)(=O)c1cccc2nsnc12)c1ccccc1 (stereo unspecified)
-1	CCOC(=O)c1nnn(CC(=O)NC(=O)Nc2cccc(CC)c2)c1C(=O)OCC
20*	C=CCn1c(=S)[nH]c2scc(-c3ccco3)c2c1=O
-1	CSC1=N/C(=C\c2cccnc2)C(=O)N1c1ccccc1
